PAX8 reporter = inhibitors of PAX8 transcriptional activity in RMG-I cells | hit rate 1.2% among 360,000 | inhibition, % at 12.6 µM | RMG-I TPO-luciferase reporter, SteadyGlo, 24 h | AID 652154;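 active means mean replicate inhibition at least 60% with every replicate also reaching 60%; inconclusive means only one of the two criteria is met; inactive means mean below 60% and not all replicates reaching 60%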;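 further: luciferase light reporting Pax8 driven TPO promoter activity; plate controls were median of neutral control wells for no effect and mitoxantrone controls for full effect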
PGC1a acetyl inh = modulators of PGC1a acetylation; U2OS PGC1a acetylation, AlphaScreen anti-acetyl-lysine; with virally co-expressed GCN5 acetyltransferase; hit rate 0.17% among 350,000; inhibition, % at 15.6 µM;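 active means every replicate shows inhibition of at least 40%; inconclusive means mean inhibition at least 40% but some replicate below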;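 further: 0% = neutral control wells and 100% = positive control wells; some results beyond the cut were filed as inactive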
PglD DTNB = PglD (C. jejuni) enzyme inhibition; purified PglD enzyme, DTNB colorimetric CoA detection; inhibition, % at 12.5 µM; hit rate 0.098% among 360,000; in the data active means inhibition above about 16%, passing the limit was not always enough; inconclusive means no clear call, values can overlap the other calls; further: strong numbers were not always called active
Cneo AK release = causes C. neoformans cell lysis; hit rate 0.2% among 360,000; adenylate kinase release luminescence, 4 h; normalised: neutral wells 0, clomiphene wells 100; lysis activity, % at 15 µM;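 active means mean lysis activity across replicates of at least 80%, whatever share of replicates individually reach that level; inactive means mean lysis activity below 80%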
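Material – Cryptococcus neoformans yeast cells · Quantity – 5 × 10^6 yeast cells/mL · Buffer or medium – YPD medium · Compound – single dose · Timing – 4 h static compound exposure, 37 °C, read 1 h post-reagent · Signal – adenylate kinase release luminescence · Read-out basis – lysis from increased AK signal · Benchmarks – Clomiphene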
ARNT TACC3 PPI = disrupts binding between human ARNT and TACC3. AlphaScreen His-ARNT PAS-B/GST-TACC3 binding, luminescence; TACC3 fragment carries E629A point mutation. hit rate 0.66% among 390,000. inhibition, % at 9.99 µM. Q9Y6A5;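 active means mean inhibition of replicates at least 50% and at least half of replicates each reaching 50%; inconclusive means half or more replicates reach 50% but mean below 50%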;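 further: 0% = complete ARNT plus TACC3 wells and 100% = ARNT alone without TACC3; many hits fall short of the cut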
Starred values were filed as active, the others as inactive; ? = inconclusive; . = no result given.

SMILES	PAX8 reporter	PGC1a acetyl inh	PglD DTNB	Cneo AK release	ARNT TACC3 PPI
COc1ccccc1NC(=O)c1csc2c1CCCC2	-47	.	3	6	.
Cc1nnc(SCC(=O)Nc2nc(C(C)(C)C)cs2)s1	6	.	-1	61	.
C=CCn1c(CCNC(=O)c2cccs2)nnc1SCC(=O)Nc1cccc(Cl)c1C	23	.	-2	8	.
Brc1ccc(Oc2ncc(CN3CCOCC3)s2)cc1	-88	.	-3	5	.
O=C(Nc1cccnc1)C1(c2ccc(Cl)cc2)CCCC1	2	.	-4	1	.
O=C(Cc1ccccc1)Nc1ccc(N2CCN(Cc3ccccc3F)CC2)cc1	-16	.	-1	7	.
CC1(C)CC(=O)C2=C(C1)N(Cc1ccc(F)cc1)C(=O)C2(NC(=O)c1cccnc1)C(F)(F)F (configuration not stated)	1	.	1	-4	.
Cc1ccc(C2=NC(C)(C)N=C2SCC(=O)Nc2ccc(Cl)cc2)cc1	-33	.	-2	0	.
COc1ccc(C#Cc2ccc3c(c2)[C@]2(C(=O)N3)[C@H](c3ccc(OCCO)cc3)N3[C@H](c4ccccc4)[C@H](c4ccccc4)OC(=O)[C@H]3[C@@H]2C(=O)N2CCN(c3ncccn3)CC2)cc1	-2	.	5	3	.
CC(C)NC(=S)N/N=C1\CCCCC1C1CCCCC1 (configuration not stated)	18	.	1	18	.
S=c1nccc(-c2ccc(Cl)cc2)[nH]1	-10	.	1	-1	.
COc1ccc(N2CCN(c3oc(COc4ccccc4Cl)nc3C#N)CC2)cc1	-18	.	3	2	.
CCCCSc1nsc(NC(C)=O)n1	-113	.	-1	-1	.
CCOC(=O)c1c(-n2cnnn2)sc(C)c1C	-4	.	2	-26	.
CN(C)C(=O)[C@@]1(Cc2ccccc2)COC(c2ccc(OCCCO)cc2)=N1	7	.	9	0	.
Cc1cc(NC(=O)COC(=O)C2CCN(S(=O)(=O)c3ccc(Cl)cc3)CC2)no1	0	.	-6	5	.
N#Cc1nc(COc2ccc(Cl)cc2)oc1NCc1ccc2c(c1)OCO2	.	-2	.	5	17
COc1ccccc1NC(=O)Oc1ccc(C(C)=O)cc1	.	0	.	-2	2
CCOc1ccc(NC(=O)CC2C(=O)N(CC)C(=S)N2NC(=O)c2ccncc2)cc1 (configuration not stated)	24	11	.	.	0
COc1ccc(-c2nc3c(C(=O)NCCN(C)C)cccc3c3ccccc23)cc1	-3	1	.	.	10
Nc1cc2c(cc1Br)[nH]c(=O)c1ccccc12	6	11	.	.	21
Cc1ccccc1C(=O)Nc1c(-c2cccs2)c(=O)c2ccccc2n1C	-11	2	.	.	-2
CC(C)n1cc(-c2nc(C(=O)NN)cs2)c(=O)n(Cc2ccccc2)c1=O	10	-15	.	.	-10
O=C(CSc1nc(-c2ccccc2)nc2ccc(F)cc12)Nc1ccc(C(=O)O)cc1	-8	-3	.	.	-8
CCOC(=O)C1=C(C)N=c2s/c(=C\c3ccc(OC(C)=O)c(OCC)c3)c(=O)n2C1/C=C/c1ccccc1 (configuration not stated)	1	15	.	.	-5

Individual results from the entries so far.
PAX8 reporter with `Cc1ccc(C2=NC(C)(C)N=C2SCC(=O)Nc2ccc(Cl)cc2)cc1` reads -33
ARNT TACC3 PPI with `CC(C)n1cc(-c2nc(C(=O)NN)cs2)c(=O)n(Cc2ccccc2)c1=O` reads -10
PAX8 reporter with `Nc1cc2c(cc1Br)[nH]c(=O)c1ccccc12` reads 6
PAX8 reporter with `Brc1ccc(Oc2ncc(CN3CCOCC3)s2)cc1` reads -88

(continued)
SMILES	PAX8 reporter	PGC1a acetyl inh	PglD DTNB	Cneo AK release	ARNT TACC3 PPI
N#Cc1c(N)n(-c2ccc(N)cc2)c2nc3ccccc3nc12	0	8	.	.	-5
Cc1[nH]c2ccccc2c1/C=N/NC(=O)CNC(=O)c1cccs1	-17	2	.	.	4
Cc1nc(Oc2cccc(Cl)c2)c2oc3ccccc3c2n1	-14	-6	.	.	-17
O=C(NCCCn1ccnc1)C1CCN(S(=O)(=O)c2cc([N+](=O)[O-])ccc2Cl)CC1	17	-5	.	.	3
CN(Cc1nccn1C)C(=O)c1cc(COc2ccc3ncccc3c2)on1	-7	3	.	.	7
Cc1cc(=O)c2cc(Br)ccc2n1CC(=O)NCc1ccccc1	22	1	.	.	0
Nc1ccc(C(=O)OCc2nc3ccccc3s2)cc1	-63	6	.	.	-5
Cn1nccc1CNC(=O)c1c(Cl)cnn1C	-6	1	.	.	-2
Cc1ccc(NC(=O)CN2CCN(Cc3ccccc3)CC2)cc1Cl	14	-3	.	.	-3
N#Cc1ccc(Oc2ccc(C(N)=O)cc2)cc1C#N	-3	6	.	.	6
O=C(Nc1ccc(Cl)c([N+](=O)[O-])c1)c1ccncc1	9	14	.	.	-6
CC(C)OC(=O)/C(C#N)=C/c1cn(C)c2ccccc12	-7	-5	.	.	12
O=[N+]([O-])c1cccc(-c2ccn[nH]2)c1	-2	-2	.	.	4
NC(=O)COc1ncnc2scc(-c3ccc(F)cc3)c12	10	5	.	.	10
Cn1c(CC2Sc3ccccc3NC2=O)nnc1SCC(=O)c1ccc(Cl)cc1 (configuration not stated)	17	-13	.	.	1
CC1(C)Cc2ccccc2-c2nnc(-c3ccco3)n21	-21	-5	.	.	0
CCOC(=O)CN(C(=O)COc1nc(-c2ccccc2)cc(C)c1C#N)c1ccc(F)cc1	7	1	.	.	1
Nn1c(Nc2ccccc2)nc2sc3c(c2c1=O)CCCC3	-14	2	.	.	-7
Cc1ccc(N2C(=O)CC(N(O)C3CC(=O)N(c4ccc(C)cc4)C3=O)C2=O)cc1 (configuration not stated)	12	17	.	.	5
Cc1cc2occ(CC(=O)NCc3cccs3)c2cc1C(C)C	25	-5	.	.	-5
COc1ccc(Br)c(C(=O)NC(C)(C)CO)c1	-4	-1	.	.	1
CCOC(=O)C1CCCN(/C=C2\SC(=S)N(CC)C2=O)C1 (configuration not stated)	-53	-7	.	.	7
Nc1nc2c(ccc3ccccc32)s1	-39	25	.	.	3
COc1cc(CN=Cc2c(O)n(Cc3ccccc3)c(=S)[nH]c2=O)cc(OC)c1	41	1	.	.	-1
COc1ccc(/C=C2/SC(=O)N(CC(=O)NCCC(C)C)C2=O)cc1OC	3	-20	.	.	1

The results go on:
SMILES	PAX8 reporter	PGC1a acetyl inh	PglD DTNB	Cneo AK release	ARNT TACC3 PPI
C/C(=N/NC(=O)CNC(=O)C(c1ccccc1)c1ccccc1)c1ccco1	2	9	.	.	-4
CCn1c(-c2cc(-c3cc(C)ccc3C)nc3ccccc23)n[nH]c1=S	4	-3	.	.	1
O=C(NC(=S)Nc1cccc(O)c1)c1cncc(Br)c1	-5	11	.	.	0
COC(=O)c1ccccc1NC(=O)NC1CCCCC1	9	-2	.	.	-4
Cc1ccccc1NC(=O)C1C2C=CC(C3CC23)C1C(=O)O (configuration not stated)	0	-9	.	.	0
CCOc1ccccc1NC(=O)N1CCC(NC(=O)c2cccc(C)c2)CC1	-8	-17	.	.	5
O=c1[nH]n(CCO)c(=O)c2cccnc12	5	13	.	.	4
O=C1C2C3C=CC(C3)C2C(=O)N1Nc1ccccc1 (configuration not stated)	-8	6	.	.	-7
CCc1ccc(-c2cn3nc(-c4ccccc4)cnc3n2)cc1	-11	?	.	.	-5
CC(=O)c1cccc(N(C(=O)c2cnccn2)C(C(=O)NCc2ccccc2)c2ccco2)c1 (configuration not stated)	2	-96	.	.	7
CC(C)(C)C(=O)NC1(C(F)(F)F)NC(=O)N(Cc2ccccc2)C1=O (configuration not stated)	-14	-1	.	.	-8
O=C(CSCCOc1ccccc1)NCc1ccncc1	-10	7	.	.	-17
COc1cc(/C=C2/C(=O)NN(c3ccc(Cl)cc3)C2=O)ccc1OC(=O)c1ccco1	-25	13	.	.	1
C=C1C(=O)OC2CC1C(O)CC(C)=CCCC(C)=CC(O)CC2C (configuration not stated)	101*	23	.	.	-3
CCOc1ccc(OCCN(C)Cc2ccccc2)cc1	4	-2	.	.	-6
CCOC(=O)c1c(C2CC2)csc1NC(=O)COC(=O)c1cnc(Cl)c(Cl)c1	11	-6	.	.	-4
O=c1[nH]n(-c2ccc([N+](=O)[O-])cc2)c(=O)c2ccccc12	-2	9	.	.	2
CC(=O)Nc1cc2c(cc1[N+](=O)[O-])-c1ccccc1C2=NO	11	-11	.	.	-8
O=C(Oc1c(-c2ccccc2)c(=O)n2c3c(cccc13)CC2)c1ccc(F)cc1	-23	2	.	.	-2
CC(=O)Nc1ccc(-c2csc(N/N=C(/C)c3ccccc3)n2)cc1	23	-7	.	.	11
COc1ccc(C(=O)CN2Cc3ccccc3C2=N)cc1	-53	5	.	.	11
CN1CCN(CC#CCC(O)(c2ccccc2)c2ccccc2)CC1	-17	1	.	.	-9
CCCCCCCCCCCCCCCC(=O)OCC1OC(n2ccc(N)nc2=O)C(O)C1O (configuration not stated)	13	-1	.	.	-2
COc1ccc(CCN2CCCn3c2nc2c3c(=O)n(Cc3ccccc3F)c(=O)n2C)cc1OC	8	4	.	.	6
Cc1n[nH]c(=S)n(/N=C/c2cccc([N+](=O)[O-])c2)c1=O	-17	-8	.	.	38

Ordered by SMILES length (rising): three of the compounds above
SMILES	PAX8 reporter	PGC1a acetyl inh	PglD DTNB	Cneo AK release	ARNT TACC3 PPI
C=C1C(=O)OC2CC1C(O)CC(C)=CCCC(C)=CC(O)CC2C (configuration not stated)	101*	23	.	.	-3
CC(=O)Nc1ccc(-c2csc(N/N=C(/C)c3ccccc3)n2)cc1	23	-7	.	.	11
O=C(Oc1c(-c2ccccc2)c(=O)n2c3c(cccc13)CC2)c1ccc(F)cc1	-23	2	.	.	-2

Following part.
SMILES	PAX8 reporter	PGC1a acetyl inh	PglD DTNB	Cneo AK release	ARNT TACC3 PPI
CCN1CCN(CC(O)COc2ccc3c(C)cc(=O)oc3c2)CC1 (configuration not stated)	3	1	.	.	3
O=C(NC(N1CCCCCC1)C(Cl)(Cl)Cl)c1ccccc1Cl (configuration not stated)	29	8	.	.	-6
Cc1nn(-c2ccc(F)cc2F)c(=O)c2noc(C)c12	17	11	.	.	0
Cc1c(N2C(=O)CSC2c2ccc(F)cc2)c(=O)n(-c2ccccc2)n1C (configuration not stated)	6	-5	.	.	-6
c1ccc2nc(NN=C3CCCCC3)ccc2c1	-94	35	.	.	21
CC(C)CN1C(=O)c2ccc(C(=O)NCc3ccc4c(c3)OCO4)cc2C1=O	-4	-11	.	.	-1
Cc1ccc(S(=O)(=O)N(C)C)cc1NC(=O)COC(=O)CCC(=O)c1cccs1	10	0	.	.	0
CCCN1Cc2cccc(C(=O)N3CCN(c4ccc(F)cc4)CC3)c2C1=O	-6	-1	.	.	5
CC(C)c1ccc(C2C(C#N)=C(N)Oc3c2oc(CO)cc3=O)cc1 (configuration not stated)	0	-10	.	.	19
CC(C)CCCCCCCCCCCCC(=O)NCC(=O)NC1C(C)OC(Nc2ncnc3nc[nH]c23)C(O)C1O (configuration not stated)	106*	?	.	.	-3
C[C@H]1CCC/C=C/[C@@H]2C[C@H](O)C[C@H]2[C@H](O)[C@H](S(=O)c2ccc(O)cc2)CC(=O)O1 (some centres not stated)	111*	66*	.	.	-7
C=CCOC(=O)C1=C(C)NC(C)=C(C(=O)OCC=C)C1/C=C/c1ccccc1	8	-5	.	.	8
CCOC(=O)c1cnn(-c2ccc(Cl)cc2)c1C1CCN(C(=O)OC(C)(C)C)CC1	14	-6	.	.	-17
COc1cc(/C=N/N=C(/N)c2nonc2N)cc(Br)c1OCc1ccccc1C	-25	-20	.	.	-7
COc1ccc(N2C(=S)NC3CS(=O)(=O)CC32)cc1 (configuration not stated)	17	10	.	.	4
COc1cccc2c(=O)cc(C)n(CC(=O)Nc3ccc(Br)cc3)c12	5	-4	.	.	-1
COc1cc2nc(SCc3c(C)noc3C)n(CCC3=CCCCC3)c(=O)c2cc1OC	14	?	.	.	1
O=C1C=CC2C3C(=O)N(c4ccccc4)C(=O)C3C1N2Cc1ccccc1 (configuration not stated)	8	-20	.	.	7
CCOC(=O)/C(C#N)=C/c1ccc(OCC(=O)Nc2cc(C)ccc2C)c(OC)c1	-10	0	.	.	5
COc1cc(/C(C)=N/NC(=O)c2ccc(CSc3nncn3C)cc2)cc(OC)c1OC	-16	-5	.	.	7

Gathered by group: the compounds so far with a tert-butyl group.
SMILES	PAX8 reporter	PGC1a acetyl inh	PglD DTNB	Cneo AK release	ARNT TACC3 PPI
Cc1nnc(SCC(=O)Nc2nc(C(C)(C)C)cs2)s1	6	.	-1	61	.
CC(C)(C)C(=O)NC1(C(F)(F)F)NC(=O)N(Cc2ccccc2)C1=O (configuration not stated)	-14	-1	.	.	-8
CCOC(=O)c1cnn(-c2ccc(Cl)cc2)c1C1CCN(C(=O)OC(C)(C)C)CC1	14	-6	.	.	-17

Screens (PubChem BioAssay)

Some of the compounds tested. The share of hits here may be higher or lower than overall.
